PAFAH1B3 inh: inhibitors of human PAFAH1B3. inhibition, % at 3.39 µM. AID 492972. recombinant PAFAH1B3, FP-rhodamine probe, fluorescence polarization. 340,000 tested, 0.28% active;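 active = inhibition above the screen-wide average of all tested compounds plus 3 SD, cut at about 25% in these data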;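 also: 0% = enzyme with DMSO only and 100% = wells lacking PAFAH1B3 protein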
Target sequence (Q15102 whole entry, looked up): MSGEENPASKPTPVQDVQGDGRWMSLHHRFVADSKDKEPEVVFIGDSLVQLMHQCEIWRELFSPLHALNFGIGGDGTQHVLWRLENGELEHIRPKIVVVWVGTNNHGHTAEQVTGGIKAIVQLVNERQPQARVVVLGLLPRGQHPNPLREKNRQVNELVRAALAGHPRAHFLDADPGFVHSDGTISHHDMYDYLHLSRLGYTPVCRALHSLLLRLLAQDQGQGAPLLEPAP
PAFAH1B2 FP inh: inhibitors of human PAFAH1B2. P68402. inhibition, % at 3.39 µM. recombinant PAFAH1B2, FP-rhodamine activity probe, fluorescence polarization. 340,000 tested, 1.2% active;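 active = inhibition above the mean of all tested compounds plus 3 SD, cut at about 24% in these data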;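 also: 0% = enzyme with DMSO and 100% = wells lacking PAFAH1B2; many of its hits are not listed in these tables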
LYPLA2 counter: counter-screen for PME1 inhibitors: inhibitors of human LYPLA2 | O95372 | recombinant LYPLA2, FP-Rh probe fluorescence polarization | inhibition, % at 5.9 µM | 320,000 tested, 0.38% active | AID 2177;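 active = inhibition above the screen-wide mean plus 3 SD, limit set per campaign, cut at about 26% in these data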;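 also: 0% = LYPLA2 with DMSO and 100% = wells lacking LYPLA2 enzyme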
PAFAH2 inh: PAFAH2 (human) inhibition; inhibition, % at 3.39 µM; Q99487; 340,000 tested, 0.99% active; recombinant PAFAH2, FP-rhodamine activity probe, fluorescence polarization;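 active = inhibition above the mean over all tested compounds plus 3 SD, cut at about 30% in these data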;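 also: inhibitors block probe labeling of enzyme so polarization drops; 0% = enzyme with DMSO and 100% = wells lacking PAFAH2 protein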
pPAFAH FP inh: inhibitors of human plasma PAF acetylhydrolase (pPAFAH) | Q13093 | recombinant pPAFAH, FP-rhodamine probe fluorescence polarization | inhibition, % at 3.39 µM | 330,000 tested, 1.5% active;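 active = inhibition above the mean inhibition across the screen plus 3 SD, cut at about 25% in these data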;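 also: inhibitors block binding of the rhodamine activity-based probe so polarization drops; 0% = enzyme with DMSO and 100% = wells lacking pPAFAH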
ZTA counter: blocks Epstein-Barr virus ZTA, an EBNA-1 counter-screen | ZTA-DNA binding, fluorescence polarization | inhibition, % at 11 µM | 320,000 tested, 0.15% active; in the data active = inhibition above about 33%
Target sequence (P03206 whole entry, looked up): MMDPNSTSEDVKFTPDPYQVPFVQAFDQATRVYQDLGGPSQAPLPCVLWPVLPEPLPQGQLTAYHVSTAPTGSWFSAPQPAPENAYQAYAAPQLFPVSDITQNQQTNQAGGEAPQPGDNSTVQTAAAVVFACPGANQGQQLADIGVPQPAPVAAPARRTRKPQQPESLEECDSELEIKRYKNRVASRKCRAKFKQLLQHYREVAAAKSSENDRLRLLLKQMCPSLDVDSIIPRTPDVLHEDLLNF
LYPLA1 inh: blocks human lysophospholipase 1, a PME1 counter-screen. O75608. 320,000 tested, 0.16% active. inhibition, % at 5.9 µM. AID 2174. recombinant LYPLA1, FP-Rh probe fluorescence polarization;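 active = inhibition above the mean of all tested compounds plus 3 SD, set per campaign, cut at about 14% in these data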;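 also: inhibitors block serine hydrolase probe labeling of LYPLA1 so polarization falls; 0% = enzyme with DMSO and 100% = wells lacking LYPLA1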
Target sequence (O75608 whole entry, looked up): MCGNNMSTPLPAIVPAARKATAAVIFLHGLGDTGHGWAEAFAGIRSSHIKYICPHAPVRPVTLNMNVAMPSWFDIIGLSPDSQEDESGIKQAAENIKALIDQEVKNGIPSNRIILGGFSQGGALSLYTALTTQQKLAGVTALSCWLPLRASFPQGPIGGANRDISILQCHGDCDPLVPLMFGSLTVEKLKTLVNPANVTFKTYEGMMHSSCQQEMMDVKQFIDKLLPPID
PREPL inh: inhibits the human prolyl oligopeptidase-like enzyme | Q4J6C6 | recombinant PREPL, fluorescence polarization activity-based probe | inhibition, % at 5.96 µM | 320,000 tested, 0.68% active | AID 2751; in the data active = inhibition above about 43%;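 also: 0% = enzyme with DMSO and 100% = wells lacking enzyme; many of its hits are not listed in these tables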
EBNA-1 inh: blocks EBNA-1 binding to DNA; inhibition, % at 14.8 µM; 300,000 tested, 0.34% active; AID 1950; EBNA-1 DNA binding, fluorescence polarization; in the data active = inhibition above about 28%
An asterisk follows results filed as active; x = no result given.

No.	molecule	PAFAH1B3 inh	PAFAH1B2 FP inh	LYPLA2 counter	PAFAH2 inh	pPAFAH FP inh
1	COc1ccc(CC(=O)NC(C)c2ccc(S(N)(=O)=O)cc2)cc1S(=O)(=O)N1CCOCC1 (stereo not given)	2	5	5	3	1
2	COc1ccc(-c2noc(CCC(=O)N3CCC(c4cc(C)ccc4C)CC3)n2)cc1	0	0	x	3	3
3	COc1cc(CN2CCC(n3nccc3NC(=O)C3CC3)CC2)cc(OC)c1	8	2	5	4	2
4	O=C(O)c1cc(C(F)(F)F)nc2ccccc12	14	5	-8	5	0
5	CCC(=O)N1CCc2cc(S(=O)(=O)NC(C(=O)NCc3ccc(F)cc3)C(C)C)ccc21 (stereo not given)	6	0	1	2	2
6	Cc1ccccc1C(=O)Oc1ccccc1C(=O)N1CCOCC1	2	1	0	9	-4
7	O=S(=O)(c1cccc(F)c1)N1CCCN(c2ccc(C(F)(F)F)cn2)CC1	x	x	5	x	1
8	O=C(OCC#CCSc1nnc(-c2cccc3ccccc23)o1)c1ccc(Br)cc1	3	9	x	0	0
9	COc1cccc2sc(N3CCN(C(=O)c4cccs4)CC3)nc12	9	5	7	-1	2
10	O=C(C1COc2ccccc2O1)N1CCn2c(nc3ccccc32)C1 (stereo not given)	4	5	5	0	0

No.	ZTA counter	LYPLA1 inh	PREPL inh	EBNA-1 inh
1	13	-2	5	11
2	x	x	x	x
3	-1	4	-3	-4
4	-12	-1	3	14
5	5	0	2	1
6	-7	0	10	0
7	-4	5	-35	-11
8	x	x	-5	x
9	1	4	8	8
10	10	6	-18	12

(list continues)
No.	molecule	PAFAH1B3 inh	PAFAH1B2 FP inh	LYPLA2 counter	PAFAH2 inh	pPAFAH FP inh
11	Cc1ccc2nc(-c3cccnc3)oc2c1	7	2	0	-5	-5
12	Cc1cc[n+](C(C)C(=O)c2ccc(-c3ccccc3)cc2)cc1 (stereo not given)	5	2	1	-2	-5
13	Cc1nc(N2CCN(c3ccccc3)CC2)nc2c1C(=O)CCC2	4	6	-6	2	3
14	CC(C)CCN(C(=O)CNC(=O)c1cccs1)C(C(=O)NC1CCCCC1)c1cccnc1 (stereo not given)	10	4	7	-2	10
15	CC(=O)c1ccc(NC(=O)c2ccc3c(Cl)c4c(nc3c2)CCCC4)cc1	-5	-3	5	4	1
16	CC(=O)N/C(=N\c1nc(C)cc(C)n1)Nc1ccc2ccccc2c1	5	-3	0	3	-4
17	CC(=O)N1N=C(c2ccc(C)cc2)OC1c1ccc(C)cc1 (stereo not given)	3	3	2	1	1
18	Cc1c(Br)c([N+](=O)[O-])nn1C(C)C(=O)NCc1ccco1 (stereo not given)	0	2	3	-1	-1
19	Nc1ccncc1N	-2	5	2	-7	-7
20	O=C(COc1ccc2ccccc2c1)NN1C(=O)c2ccccc2C1=O	6	7	10	-8	7

No.	ZTA counter	LYPLA1 inh	PREPL inh	EBNA-1 inh
11	12	-2	7	-1
12	-13	3	22	-1
13	-6	-1	20	-1
14	5	-3	9	11
15	4	13	6	-6
16	-16	-3	0	-10
17	8	-2	-26	11
18	-13	0	11	6
19	5	-3	7	0
20	9	-3	9	7

Going on with the list:
No.	molecule	PAFAH1B3 inh	PAFAH1B2 FP inh	LYPLA2 counter	PAFAH2 inh	pPAFAH FP inh
21	CCOC(=O)c1ccc(NC(=O)c2sc3nc(N4CCOCC4)c4c(c3c2N)CCCC4)cc1	4	1	2	-1	6
22	CCOc1ccc(NC(=O)CCSc2nnc(C)s2)cc1	5	0	-3	-4	7
23	CCCCCCNC1=NCCS1	15	8	0	5	2
24	COc1ccc(NC(=O)C2C(c3ccccc3)C2(Cl)Cl)c(OC)c1 (stereo not given)	0	6	6	2	5
25	O=C(NCc1ccccc1)NC1(C(=O)N2CCN(c3ncccn3)CC2)CCCCC1	1	-1	-8	0	0
26	O=c1c2[nH]cnc2n(-c2cccc(Br)c2)c(=O)n1Cc1ccccc1	13	0	6	-1	0
27	Cc1ccc(NC(=O)CSC(C)C(=O)OCC(=O)N2CCN(C(=O)c3ccco3)CC2)cc1 (stereo not given)	7	0	9	4	2
28	CCC1Oc2ccc(C)cc2N(CC(=O)N(Cc2cccnc2)Cc2cccc(F)c2)C1=O (stereo not given)	2	0	2	1	5
29	COC(=O)c1ccc(S(=O)(=O)c2ccc(C(=O)OC)s2)s1	x	x	4	x	-6
30	CC(NS(=O)(=O)c1ccccc1)c1n[nH]c(=S)n1-c1ccccc1 (stereo not given)	3	7	-2	1	1

No.	ZTA counter	LYPLA1 inh	PREPL inh	EBNA-1 inh
21	4	-3	8	7
22	15	0	0	0
23	-6	-1	10	-15
24	-12	-1	17	7
25	1	-5	-1	5
26	2	-4	1	10
27	-10	2	11	-7
28	-2	2	1	-1
29	-2	0	9	0
30	13	-5	-7	-3

Next part.
No.	molecule	PAFAH1B3 inh	PAFAH1B2 FP inh	LYPLA2 counter	PAFAH2 inh	pPAFAH FP inh
31	CCCCn1c(=N)n(CC(O)COc2ccccc2)c2ccccc21 (stereo not given)	2	2	-9	0	2
32	CCN1CCN(S(=O)(=O)c2ccc(Cl)c(C(=O)Nc3cc(Cl)ccc3N3CCOCC3)c2)CC1	-1	-3	1	-2	10
33	COc1ccc(C(=O)OC/C(O)=C(\C#N)c2nc3ccccc3[nH]2)cc1S(=O)(=O)N1CCOCC1	0	0	7	-5	9
34	COc1ccccc1NC(=O)C(C)N(C)CC(=O)Nc1cccc2ccccc12 (stereo not given)	7	5	x	-5	-1
35	Cc1ccc(C)c(-n2ccnc2SCC(=O)c2c(N)n(C3CC3)c(=O)[nH]c2=O)c1	2	0	0	3	4
36	CN(CC(=O)Nc1ccccc1Cl)C(=O)COC(=O)c1ccc([N+](=O)[O-])cc1Cl	0	1	-1	-2	1
37	Cc1ccccc1CNC(=O)Cn1ccc2cc(S(=O)(=O)N3CCCCCC3)ccc21	10	-4	5	3	11
38	CCCCOC(=O)C1[C@H]2C(=O)N(Cc3cccs3)C[C@]23C=C[C@H]1O3 (stereo not given in full)	-5	2	0	-4	4
39	COc1cccc(-n2nnnc2SCC(=O)Nc2nc3c(s2)CCCC3)c1	5	0	-1	7	-2
40	COc1ccc(CCC(=O)NCc2cn3ccccc3n2)cc1	5	3	-5	-2	-1

No.	ZTA counter	LYPLA1 inh	PREPL inh	EBNA-1 inh
31	13	-3	-14	-1
32	7	2	14	13
33	13	-2	11	11
34	x	x	9	x
35	-23	6	5	x
36	4	2	7	5
37	3	1	5	-8
38	12	-4	0	7
39	-3	-3	-2	10
40	-1	0	14	5

Next section:
No.	molecule	PAFAH1B3 inh	PAFAH1B2 FP inh	LYPLA2 counter	PAFAH2 inh	pPAFAH FP inh
41	Cc1[nH]c2ccccc2c1C(=O)COC(=O)c1c(-c2c(F)cccc2Cl)noc1C	-4	-11	-19	-21	-6
42	FC(F)(F)c1ccc(NCc2ccccn2)nc1	4	4	5	10	1
43	CN1/C(=C\C=N\NC(=O)c2ccccc2Br)C(C)(C)c2ccccc21	4	-1	-11	-3	4
44	COc1ccc(-c2cc(=O)c3ccccc3n2C)cc1	8	-2	7	-3	5
45	N#Cc1ccc(OCCOCCNC2CCCC2)cc1	2	7	3	-5	5
46	COC(Cc1n[nH]c(=S)n1-c1ccc(Cl)cc1)OC	6	-2	-4	-4	1
47	C/C(=N\O)c1c(O)cc(-c2ccccc2)n(-c2ccccc2)c1=O	x	x	1	x	3
48	CC(=O)N1CC(C)Sc2ccc(S(=O)(=O)NC3CCCCC3C)cc21 (stereo not given)	3	3	7	9	11
49	Cc1nc(NC(=O)c2cccc(Cl)c2)sc1-c1csc(Nc2cccc(Cl)c2)n1	x	x	-10	x	11
50	O=C(NC1=NCCS1)c1ccc(Cl)cc1	9	2	7	5	3
51	O=C1NN=C(c2ccccc2)CC1c1ccc(Cl)cc1Cl (stereo not given)	6	2	-5	-1	6

No.	ZTA counter	LYPLA1 inh	PREPL inh	EBNA-1 inh
41	3	-19	-3	-11
42	-4	1	22	-4
43	14	-13	-17	9
44	4	2	5	-4
45	6	0	13	2
46	-5	-4	-12	6
47	10	2	-4	-5
48	17	0	0	-2
49	0	-19	12	5
50	-2	1	0	-5
51	-16	-3	-4	-8

The list is partial, so the mix of outcomes need not match the whole.
